L3MBTL1 inh = L3MBTL1 (human) inhibition. AID 485360. Q9Y468. actives 0.66% (n = 230,000). AlphaScreen L3MBTL1–H3K9me1 peptide binding. Potency, µM (highest dose often 57.1 µM), inactives show top-dose activity, negative = inhibition, hits mostly inhibitors; active = well fitted inhibition curve with a large enough effect; inconclusive = small, poorly fitted or top-dose-only effect; inactive = no such curve, though single readings can be large or run the other way; also: nearly all actives have a fitted effect of over 60% in size
Target sequence (Q9Y468 whole entry, looked up): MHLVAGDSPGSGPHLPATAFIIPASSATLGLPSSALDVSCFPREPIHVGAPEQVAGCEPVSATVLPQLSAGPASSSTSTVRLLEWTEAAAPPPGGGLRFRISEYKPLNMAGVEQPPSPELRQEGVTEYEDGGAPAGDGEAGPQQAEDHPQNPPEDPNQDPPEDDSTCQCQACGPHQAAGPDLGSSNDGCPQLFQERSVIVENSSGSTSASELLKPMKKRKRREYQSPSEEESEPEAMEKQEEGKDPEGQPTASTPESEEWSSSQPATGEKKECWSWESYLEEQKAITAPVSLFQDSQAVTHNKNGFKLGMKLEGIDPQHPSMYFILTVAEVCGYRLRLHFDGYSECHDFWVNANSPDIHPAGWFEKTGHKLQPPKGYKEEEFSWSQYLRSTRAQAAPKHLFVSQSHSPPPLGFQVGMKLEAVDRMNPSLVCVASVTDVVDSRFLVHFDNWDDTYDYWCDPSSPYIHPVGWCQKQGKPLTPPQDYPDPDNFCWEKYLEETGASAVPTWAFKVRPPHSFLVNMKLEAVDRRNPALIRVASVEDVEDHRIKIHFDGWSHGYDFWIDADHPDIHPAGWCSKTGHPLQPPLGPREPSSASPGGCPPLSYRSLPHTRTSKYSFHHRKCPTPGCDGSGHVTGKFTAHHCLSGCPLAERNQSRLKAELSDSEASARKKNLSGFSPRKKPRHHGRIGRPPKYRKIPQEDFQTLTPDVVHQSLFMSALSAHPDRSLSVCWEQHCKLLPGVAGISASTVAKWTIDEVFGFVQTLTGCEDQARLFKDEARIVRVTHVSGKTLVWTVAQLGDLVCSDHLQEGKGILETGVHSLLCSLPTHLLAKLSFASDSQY
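L3MBTL1 50 nM + b-AHA-H3(1-15)K9me1 75 nM, 30 min RT; compound added, 30 min RT; streptavidin donor/Ni-chelate acceptor beads 10 ug/mL each final, 30 min RT dark; AlphaScreen read.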
* marks the source's active call; other numbers are inactive results; ? = inconclusive; & = joins results of further samples; [ ] = remark or other dose. % is scaled to controls: 0 for no effect and ±100 for the full control effect; potency is read from the fitted curve at half-maximal effect.

SMILES	L3MBTL1 inh
CN(c1ccccc1)S(=O)(=O)c1cccc(NC(=O)C2=NNC(=O)CC2)c1	32%[activator]
COCCNC(=O)c1cccc2c1C(=O)c1ccc(N3CCOCC3)cc1S2(=O)=O	-1%
COc1ccc(Cl)cc1NC(=O)CN(C)C(=O)CCNC(=O)c1ccccc1OC	-2%
CCCOc1ccc(C(F)(F)F)cc1NC(=O)c1cc(C)on1	10%
COC(=O)c1ccccc1NC(=O)CCC(=O)N1CCSc2ccccc21	5%
CC(=O)c1ccccc1NC(=O)c1ccc2c(c1)NC(=O)C(C)S2 (centres undefined)	0%
CN(CC(=O)NCc1ccccc1)CC(=O)Nc1ccc(Cl)c(C(F)(F)F)c1	4%
COc1ccc(CNCCc2ccc([N+](=O)[O-])cc2)c(OC)c1OC	-4%[2.29 µM]
CN(Cc1ccccc1)C(=O)c1ccc(NC(=O)Cc2cccc(NC(=O)C3CCN(C(=O)C4CC4)CC3)c2)cc1	-12%
CC1CCCC(C)N1C(=O)Cn1nnc(-c2ccc([N+](=O)[O-])cc2)n1 (centres undefined)	4%
COc1ccccc1-n1nnnc1SCC(=O)NC(=O)Cc1ccccc1	-2%
O=C(CN1C(=O)c2ccc([N+](=O)[O-])cc2C1=O)NCC1CCCO1 (centres undefined)	3%
Cc1nn(CC(=O)NC2(C)CCS(=O)(=O)C2)c(C)c1S(=O)(=O)N(C)C (centres undefined)	-7%
O=C(NC(=S)NCc1ccc(Cl)cc1)c1ccco1	1%
COc1cccc(N/C=C/C(=O)c2ccc(OC)c(OC)c2)c1	-4%
CCc1ccc([C@@H]2CC=C(C(=O)O)[C@H](c3ccc(F)cc3)N2S(=O)(=O)c2ccc(C)cc2)cc1	-4%
COc1ccc(NC(=O)C2CC(c3cccc(Br)c3)=NO2)cc1OC (centres undefined)	1%
CCC(C)(C)NC(=O)CN(C(=O)c1ccc(N2CCCC2)nc1)c1ccc(F)cc1	5%
Cc1ccc(C)c(S(=O)(=O)N2CCN(C(=O)CCCc3c[nH]c4ccccc34)CC2)c1	-13%
Cc1cccc(NS(=O)(=O)c2ccc(Cl)cc2)n1	38%[activator]
O=C1C2CCCN2C(=S)N1C1CCCCC1 (centres undefined)	4%
CN(C)/C(=N\S(=O)(=O)c1ccc(Cl)cc1)c1ccc(F)cc1	0%
CCNc1nc(NCC)n2c(SCC(=O)Nc3ccc(Br)cc3F)nnc2n1	-9%
O=C(COC(=O)CNC(=O)c1ccccc1F)Nc1ncc(Cl)cc1Cl	?
CCCCNc1c(-c2ccc(SC(C)CC)cc2)nc2ccccn12 (centres undefined)	-5%

An excerpt from above in order of molar mass, ascending.
SMILES	L3MBTL1 inh
COc1cccc(N/C=C/C(=O)c2ccc(OC)c(OC)c2)c1	-4%
CN(C)/C(=N\S(=O)(=O)c1ccc(Cl)cc1)c1ccc(F)cc1	0%
Cc1nn(CC(=O)NC2(C)CCS(=O)(=O)C2)c(C)c1S(=O)(=O)N(C)C (centres undefined)	-7%
CCNc1nc(NCC)n2c(SCC(=O)Nc3ccc(Br)cc3F)nnc2n1	-9%

The main list resumes, repeating the six entries before the break.
SMILES	L3MBTL1 inh
Cc1cccc(NS(=O)(=O)c2ccc(Cl)cc2)n1	38%[activator]
O=C1C2CCCN2C(=S)N1C1CCCCC1 (centres undefined)	4%
CN(C)/C(=N\S(=O)(=O)c1ccc(Cl)cc1)c1ccc(F)cc1	0%
CCNc1nc(NCC)n2c(SCC(=O)Nc3ccc(Br)cc3F)nnc2n1	-9%
O=C(COC(=O)CNC(=O)c1ccccc1F)Nc1ncc(Cl)cc1Cl	?
CCCCNc1c(-c2ccc(SC(C)CC)cc2)nc2ccccn12 (centres undefined)	-5%
Cc1cc(Cl)ccc1NC(=O)CCN1C(=O)NC(C)(C)C1=O	7%
CS(=O)(=O)NCc1ccccc1Br	2%
C[C@H](CO)N1C[C@H](C)[C@@H](CN(C)C(=O)Nc2ccccc2)Oc2c(NC(=O)C3CCCCC3)cccc2C1=O	2%
CC(=O)N1CCN(C(=O)c2cc(C)oc2C)CC1	-2%
CCOc1ccc(OCc2ccc(C(=O)NN=Cc3ccc[nH]3)cc2)cc1	-5%
O=C1CCN(Cc2ccc(Br)cc2)CCN1[C@H](CO)c1ccccc1	-3%
CC(=O)Nc1cccc(NC(=O)CSc2nc(=O)n(Cc3ccncc3)c3c2CCC3)c1	30%
Cc1onc(-c2ccccc2)c1C(=O)OCC(=O)N(C)c1ccccc1	5%
COc1ccccc1CNC(=O)CNCCc1ccc(OC)c(OC)c1	-3%
CCN(CC(=O)Nc1c(F)cccc1F)C(=O)COc1cccc2c1OC(C)(C)C2	1%
COc1ccc(/C=C(\C#N)C(=O)OCC(=O)NCc2ccccc2OC)cc1	-1%
CCCCN(C)Cc1c(O)ccc2c(=O)c(-c3ccccc3OC)coc12	-2%
C[C@@H](CN1CCC[C@H]1CN1C(N)=NC[C@@H]1Cc1ccccc1)N1C[C@@H](Cc2ccccc2)N(CCc2ccc(Cl)c(Cl)c2)C1=N	-3%
Clc1cccc(-c2nc(-c3ccc(-c4nn[nH]n4)cc3)no2)c1	9%
CCOC(=O)c1cnc2c(C)c(Cl)ccc2c1NCCCN1CCOCC1	4%[2.29 µM]
CC1(c2cccc(Br)c2)NC(=O)N(CC(=O)Nc2ccc3c(c2)OCO3)C1=O (centres undefined)	-7%
Cc1nn(-c2ccccc2)c(C)c1NC(=O)COC(=O)c1cc(Cl)ccc1O	2%
COc1ccc(CC(=O)NCC2CCCN(Cc3cc(OC)cc(OC)c3)C2)cc1 (centres undefined)	2%
CCCCc1ccc(NC(=S)N2CCN(C)CC2)cc1	5%
O=C(COC(=O)c1ccccc1O)Nc1cccc(S(=O)(=O)N2CCCC2)c1	-1%
COc1ccc(NC(=S)NCc2ccc(Cl)cc2)c(OC)c1	11%
O=C(CSc1ncnc2c1cnn2-c1ccccc1)NC1CCCC1	4%
Fc1cccc(Cl)c1CNCc1cccnc1	-10%
COc1ccc(CNC(=O)C[C@H]2C[C@H](C(=O)N3CCCCC3)[C@@]3(CCc4ccccc4)c4[nH]c5cc(-c6ccco6)ccc5c4CCN3C2=O)cc1OC	-8%
COCCN(C(=O)c1cccc(N2C(=O)CCC2=O)c1)c1nc(-c2ccc([N+](=O)[O-])cc2)cs1	-15%
SMILES	L3MBTL1 inh
CN(CC(=O)Nc1ccccc1Cl)C(=O)COC(=O)c1ccc(C(F)(F)F)cc1	-4%
COc1ccc(CC(=O)N2CCN(S(=O)(=O)c3ccc(Cl)s3)CC2)cc1	6%
COc1ccc(C(=O)NCC2(c3ccc(OC)c(OC)c3)CCCC2)c(OC)c1	5%
CCOC(=O)N1CCN(C(=O)CSC2=NS(=O)(=O)c3ccccc3N2)CC1	6%
COc1cc(C)c(Cl)cc1S(=O)(=O)NCc1ccccn1	-3%
CN(C)C(=O)c1ccc(NC(=O)COC(=O)Cn2cc(C(F)(F)F)ccc2=O)cc1	-8%
CC(C)(C)CC(=O)Nc1nnc(CCc2ccccc2)s1	3%
CCOC(=O)c1ccc(NC(=O)CCN2C(=O)C3CC=CCC3C2=O)cc1 (centres undefined)	1%
O=C1CC(NS(=O)(=O)c2ccc([N+](=O)[O-])cc2)CN1c1ccc2c(c1)OCCO2 (centres undefined)	0%
CNC[C@H](NC[C@@H](NCCCc1ccccc1)c1ccccc1)[C@H](C)O	3%
CCCCn1c(N)c(N(Cc2ccccc2OC)C(=O)c2ccc([N+](=O)[O-])s2)c(=O)[nH]c1=O	6%
O=C(COC(=O)Cn1cnc2ccccc2c1=O)NCc1ccccc1	-4%
COC(=O)[C@]1(C)N[C@H](CN(C)C(=O)Nc2ccccc2)[C@@H]2C(=O)N(Cc3ccccc3)C(=O)[C@@H]21	0%
O=C(NCc1ccc(F)cc1)c1cccc2c1C(=O)c1ccc(Cl)cc1S2(=O)=O	-2%
O=C(Nc1ccc(C(=O)N2CCCc3ccccc32)cc1)c1cccs1	-5%
CC(=O)c1ccc(OC(C)C(=O)OCC(=O)NCCc2ccccc2)cc1 (centres undefined)	6%
CCC(Oc1ccccc1)C(=O)N(CC)CC(=O)NCc1ccc(F)cc1 (centres undefined)	8%
C=CC[C@@H](Cc1ccc(F)cc1)C(=O)OC[C@H]1CCCN1C(=O)[C@@H](CC=C)CC(=O)N[C@@H](CO)Cc1ccccc1	-1%
O=C(CCNS(=O)(=O)c1ccccc1)OCc1nc2ccsc2c(=O)[nH]1	3%
O=C(COc1ccccc1)NCC(=O)Nc1ccncc1	5%
Cc1ccc(S(=O)(=O)Nc2cccc(C(=O)NCCN3CCOCC3)c2)cc1F	0%
COc1ccc([C@@H]2CC=C(C(=O)O)[C@H](c3cccc(Cl)c3)N2S(=O)(=O)c2ccc(C)cc2)cc1OC	2%
CC(OC(=O)c1ccc2ncsc2c1)C(=O)N(C)C1CCCCC1 (centres undefined)	-13%
COc1ccc(C)cc1S(=O)(=O)Nc1cc2c3c(c1)CCN3C(=O)CC2	-1%
CCS(=O)c1ccccc1C(=O)OCC(=O)Nc1ccc2ccccc2c1 (centres undefined)	2%

Look-ups from the entries so far:
Under L3MBTL1 inh, COc1ccc([C@@H]2CC=C(C(=O)O)[C@H](c3cccc(Cl)c3)N2S(=O)(=O)c2ccc(C)cc2)cc1OC has the entry 2%
Under L3MBTL1 inh, O=C(NCc1ccc(F)cc1)c1cccc2c1C(=O)c1ccc(Cl)cc1S2(=O)=O has the entry -2%
Under L3MBTL1 inh, O=C(COC(=O)Cn1cnc2ccccc2c1=O)NCc1ccccc1 has the entry -4%

Carrying on.
SMILES	L3MBTL1 inh
CCOc1ccc([C@@H]2CC=C(C(=O)O)[C@H](c3ccc(Cl)cc3)N2S(=O)(=O)c2ccc(C)cc2)cc1	8%
CCOC(=O)c1cccc(NC(=O)C2CCCN(c3nnc(N4CCCC4=O)s3)C2)c1 (centres undefined)	-5%
O=C(COC(=O)c1cc2ccccc2cc1O)Nc1ccccc1F	6%
O=[N+]([O-])c1cccc(S(=O)(=O)/N=C(/Nc2ccccc2)c2ccccc2)c1	-5%
CCN(CC)S(=O)(=O)c1ccc(=O)n(CC(=O)N2CCCc3cc(C)ccc32)c1	0%
COCCN(CCOC)C(=O)CSc1ccc(S(=O)(=O)N2CCN(C)CC2)cn1	3%
O=C1Cc2cc(NS(=O)(=O)c3ccc([N+](=O)[O-])cc3)cc3c2N1CCC3	9%
O=C(Nc1ccccc1-c1ccccc1)c1ccccc1[N+](=O)[O-]	-4%
O=C(Nc1ccncc1)C1CCN(S(=O)(=O)c2ccc(Cl)c(C(F)(F)F)c2)CC1	-2%
COc1cccc(OC)c1C(=O)Nc1ccc2nc(C)c(C)nc2c1	7%
Cc1cccc(C)c1NC(=O)COC(=O)CN1C(=O)C2CCCCC2C1=O (centres undefined)	-1%
CCC(C(=O)Nc1nc(C)c(C)s1)c1ccccc1 (centres undefined)	-7%[2.29 µM]
CC(C)CCn1c(SCC(=O)NC2CCS(=O)(=O)C2)nc2cc(Cl)ccc2c1=O (centres undefined)	12%
Cc1ccc(S(=O)(=O)N2CCN(C(=O)COC(=O)CCOc3cc(C)ccc3C)CC2)cc1	-5%
CCn1c(=S)[nH]c2sc3c(c2c1=O)CCCC3	7%
Cc1ccc(OCC(=O)N2CCC(C)CC2)c([N+](=O)[O-])n1	0%
COCCNC(=O)c1ccc2nc(Cc3ccc(OC)c(OC)c3)oc2c1	6%
Nc1ccc(-c2nnnn2-c2ccc(N)cc2)cc1	0%
O=C(CSc1ccc(Cl)cc1)NC(=O)NC1CCCC1	10%
COC(=O)c1ccc(NS(=O)(=O)c2ccc3c(c2)n(C)c(=O)n3C)cc1	0%
C[C@@H]1CN([C@@H](C)CO)C(=O)Cc2cc(NS(=O)(=O)c3ccccc3)ccc2O[C@H]1CN(C)Cc1ccncc1	2%
O=C(O)c1ccccc1NS(=O)(=O)c1ccc(NN=Cc2ccccc2F)c([N+](=O)[O-])c1	-21%
Cc1c(Br)cnn1C(C)C(=O)N1CCN(c2ccc(F)cc2)CC1 (centres undefined)	24%
COc1nc(-c2ccccc2)c2cc(C)ccc2n1	9%
COc1ccc(N2CC(C(=O)NCCC3=CCCCC3)CC2=O)c(OC)c1 (centres undefined)	7%
SMILES	L3MBTL1 inh
O=Cc1cn(-c2ccccc2)nc1-c1ccc(F)cc1	-1%
Cc1ccc(-c2nc(-c3ccncc3)no2)cc1Cl	0%
Cc1cccc(OCCC(=O)OCc2csc(CC(=O)Nc3ccccc3C)n2)c1	12%
O=C(Nc1ccc(OCc2ccccc2Cl)cc1)c1cccnc1	-13%
Cc1cccc(NS(=O)(=O)c2nnc(NC(=O)c3ccccc3F)s2)c1	13%
Cc1ccc2[nH]c(CNC(=O)c3ccc(F)cc3)cc2c1	4%
COc1ccc(-c2oc(=O)c3cc(OC)c(OC)cc3c2/C=C/c2ccc([N+](=O)[O-])cc2)cc1	3%
O=C(Nc1cccc(Cl)c1)c1ccc(NC2=NC3CS(=O)(=O)CC3S2)cc1 (centres undefined)	5%
Cc1cccc(N2CCN(C(=O)c3cccc(S(=O)(=O)N4CCCCC4)c3)CC2)c1C	-2%
Cc1cc(C(=O)C(C)OC(=O)c2ccc(NC(=O)CC#N)cc2)c(C)n1-c1ccccc1 (centres undefined)	-12%
Cc1cc(C(=O)NNC(=O)/C=C/c2ccco2)c(C)o1	7.9µM*
CCOc1ccc(NC(=O)COC(=O)c2n[nH]c3ccccc23)cc1	6%
O=C(CCCc1ccccc1)NCc1ccc2c(c1)OCO2	8%
CCN(CC)C(=O)[C@H]1C[C@H](CC(=O)NCc2ccc(OC)c(OC)c2)C(=O)N2CCc3c([nH]c4ccc(Cl)cc34)[C@]12C	-8%
O=C(c1ccc(=O)[nH]c1)N1CCN(S(=O)(=O)c2ccc3ccccc3c2)CC1	-4%
O=C(OCC#CCSc1nnc(-c2cccc3ccccc23)o1)c1ccc(Cl)cc1	35%&37%[activator]
COc1cccc(NC(=O)CN(C)C(=O)Cn2cnc3ccccc3c2=O)c1	-1%
O=C(NC1CC2CCC(C1)N2Cc1ccccc1)c1ccccc1Br (centres undefined)	?
COc1ccc(C)c2sc(N(CCCN(C)C)C(=O)c3ccc4c(c3)OCCO4)nc12	-5%

Assay outcomes: PubChem, National Center for Advancing Translational Sciences (NCATS)

Some of the compounds tested; count on the stated rates, not on these rows.
